12-LOX inh: inhibitors of human 12S-lipoxygenase ALOX12. P18054. purified 12hLO, xylenol orange hydroperoxide absorbance. Potency, µM (highest dose often 108 µM), for inactives: at the highest dose activity change, negative = inhibition, usual class: inhibitors. 580,000 tested, 1.1% active. AID 1671190; active = well fitted inhibition curve with a large enough effect; inconclusive = small, poorly fitted or top-dose-only effect, or another doubt; inactive = no such curve, though single readings can be large or run the other way
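Purified human 12hLO at 150 nM in 25 mM Hepes, 0.01% Triton X-100, pH 7.0, preincubated 15 min at room temperature with compound. Reaction started with 40 uM arachidonic acid, 30 min at room temperature. Hydroperoxide measured by Fe-xylenol orange, 573/405 nm absorbance ratio.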
* = called active by the depositor; ? = inconclusive; [ ] = dose if it differs, or a comment. % is set by controls: 0 for no effect and ±100 for the full control effect; potency is the fitted concentration of half-maximal effect. Only part of the results is shown (hit frequency here may not be typical).

cpd	Molecule	12-LOX inh
1	Cc1cc(C(=O)N2CCC(N3C(=O)C(OCC4CC4)C34CCOCC4)CC2)nn1C (stereo unspecified)	7%
2	Cn1cnnc1CC1CCN(c2nnnn2-c2ccccc2)CC1	67%[activator]
3	COc1ccc(C(C)NC(=O)COc2ccc(NC(=O)C3CC3)cn2)cc1 (stereo unspecified)	45%[activator]
4	COc1ccc(N2CC3CCC(C2)N3Cc2cccc(Cl)c2)cc1	3%[6.33 µM]
5	O=C(Nc1ccccc1)c1cnc2c(c1)N([S+](=O)([O-])c1cccnc1)CCC2	6%[176 µM]
6	O=C1NC2(CCN(C(=O)c3ccccc3)CC2)COc2ccccc21	-6%
7	CN(C)C[C@@H]1CN(S(C)(=O)=O)C[C@H]1NC(=O)CC1CCN(C)CC1	-5%
8	Cc1cccc(CNC(=O)CC2CCOCC2)c1	6%
9	O=C(N[C@@H]1CCC[C@@H]1C(=O)N1CCN(c2ccccc2F)CC1)c1ccncc1	29%
10	N#Cc1ccc(CN2CC3(Cc4ccccc4NC3=O)C2)cc1	?

Structural class: the entries above containing an aryl methoxy group (2)
cpd	Molecule	12-LOX inh
3	COc1ccc(C(C)NC(=O)COc2ccc(NC(=O)C3CC3)cn2)cc1 (stereo unspecified)	45%[activator]
4	COc1ccc(N2CC3CCC(C2)N3Cc2cccc(Cl)c2)cc1	3%[6.33 µM]

Some of the entries above in another layout:
nr | 12-LOX inh | smiles
2 | 67%[activator] | Cn1cnnc1CC1CCN(c2nnnn2-c2ccccc2)CC1
3 | 45%[activator] | COc1ccc(C(C)NC(=O)COc2ccc(NC(=O)C3CC3)cn2)cc1 (stereo unspecified)
4 | 3%[6.33 µM] | COc1ccc(N2CC3CCC(C2)N3Cc2cccc(Cl)c2)cc1
5 | 6%[176 µM] | O=C(Nc1ccccc1)c1cnc2c(c1)N([S+](=O)([O-])c1cccnc1)CCC2

More entries
cpd	Molecule	12-LOX inh
11	Cc1cnn(CCC(=O)N2CCC3(CC2)CN(Cc2ccccc2)CC3CO)c1 (stereo unspecified)	45%[activator]
12	Cc1ccc(C(=O)N2CC[C@H]3NC(=O)N(c4ccc(F)cc4)C(=O)[C@H]32)cc1	-41%[176 µM]
13	CCOCCOC1CCN(C(=O)c2ccc(F)cc2)CC1	35%[activator]
14	COc1ccc(N2CC(C(=O)NCc3ccc(C(F)(F)F)cc3)NC2=O)cc1 (stereo unspecified)	45%[activator]
15	COc1ccc(CNC(=O)[C@H]2CCC[C@H]2NC(=O)c2cnc(C)cn2)c(OC)c1	45%[activator]
16	COc1ccc(C(=O)NC2CCN(c3cc(C(F)(F)F)nc(C)n3)CC2)cc1	3%
17	F[C@@H]1CN(CC2CC2)C[C@@H]1OCc1nc2ccccc2o1	?
18	O=C(NC[C@H]1Cn2ccnc2CO1)NC1CCCCC1	17%[176 µM]
19	O=C1CC(c2noc(-c3ccc(F)cc3)n2)CN1c1ccc(Cl)cc1 (stereo unspecified)	3%

Grouped by structure: those above containing sulfur (2)
cpd	Molecule	12-LOX inh
5	O=C(Nc1ccccc1)c1cnc2c(c1)N([S+](=O)([O-])c1cccnc1)CCC2	6%[176 µM]
7	CN(C)C[C@@H]1CN(S(C)(=O)=O)C[C@H]1NC(=O)CC1CCN(C)CC1	-5%

Compound activity as filed in PubChem BioAssay.
